RAM network inh: yeast RAM network inhibition | S. cerevisiae dse1pr::URA3 reporter, 5-FOA growth OD615, 2 d; analog-sensitive cbk1-as2 kinase mutant strain | inhibition, % at 50 µM | hit rate 1.8% among 190,000;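 active = inhibition above a set limit, 3 SD over mean compound inhibition, cut at about 8.4% in these data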;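 also: 0% = DMSO-only wells with no growth and 100% = 10 µM 1-NA-PP1 full growth; inhibition rescues growth on 5-FOA so higher OD means more RAM inhibition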
APP transl inh: APP translation inhibition. SH-SY5Y APP 5'UTR-luciferase reporter, luminescence. inhibition, % at 2 µM. hit rate 0.82% among 190,000;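 active = inhibition above a set limit, derived from the sample mean plus 3 SD, cut at about 45% in these data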; also: values of inactives mirror those of a sister screen read the other way
bIAP act: increases bovine intestinal alkaline phosphatase activity | purified bovine IAP, CDP-star luminescence, 30 min; stronger effect = higher value; fold of DMSO-control signal, blank-subtracted | activation factor at 20 µM | hit rate 0.17% among 200,000;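 active = activation factor of 2 or more at 20 µM, a signal rise over negative controls twice the positive control's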
bIAP inh: intestinal alkaline phosphatase (bovine) inhibition; inhibition, % at 20 µM; purified bovine IAP, CDP-star luminescence, 30 min; 190,000 tested, under 10 active;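 active = over 50% inhibition of intestinal alkaline phosphatase at 20 µM in the single-dose screen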
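Assay system – bovine IAP enzyme · Quantity – bovine IAP at 1/65,000,000 final dilution · Detection – CDP-star luminescence signal · Times – 30 min reaction at room temperature · Also added – CDP-star substrate at 30 µM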
FLuc inh counter: Photinus pyralis luciferase inhibition counter-screen; P08659; ATPLite firefly luciferase biochemical luminescence, 10 min; inhibition, % at 10 µM; hit rate 1.5% among 200,000; AID 1006;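 active = inhibition above about 50% when tested at 10 µM, limit read from the data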
Target sequence (P08659 whole entry, looked up): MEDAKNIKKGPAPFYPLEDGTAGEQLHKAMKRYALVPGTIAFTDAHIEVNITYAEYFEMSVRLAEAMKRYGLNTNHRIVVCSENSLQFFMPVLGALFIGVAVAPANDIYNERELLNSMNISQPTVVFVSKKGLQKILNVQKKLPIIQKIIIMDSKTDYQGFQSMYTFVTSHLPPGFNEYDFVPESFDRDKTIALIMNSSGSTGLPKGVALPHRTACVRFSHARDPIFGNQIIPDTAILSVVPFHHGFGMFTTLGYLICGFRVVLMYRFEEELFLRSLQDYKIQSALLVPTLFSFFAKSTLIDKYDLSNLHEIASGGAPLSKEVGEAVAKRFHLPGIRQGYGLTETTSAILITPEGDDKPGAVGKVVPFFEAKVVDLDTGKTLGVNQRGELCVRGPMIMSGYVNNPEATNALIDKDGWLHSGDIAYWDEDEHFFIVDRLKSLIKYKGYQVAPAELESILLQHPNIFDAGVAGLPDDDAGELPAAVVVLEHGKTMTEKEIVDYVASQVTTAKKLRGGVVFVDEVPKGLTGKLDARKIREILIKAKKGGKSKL
TNAP act hiacc: TNAP (human) activation, high acceptor; P05186; purified TNAP, CDP-star luminescence, 1 M DEA, 30 min; stronger effect = higher value; 0 = EDTA background, 1 = DMSO-only activity; activation factor at 20 µM; 200,000 tested, under 10 active;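 active = activation factor at least 2 at 20 µM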
Target sequence (P05186 whole entry, looked up): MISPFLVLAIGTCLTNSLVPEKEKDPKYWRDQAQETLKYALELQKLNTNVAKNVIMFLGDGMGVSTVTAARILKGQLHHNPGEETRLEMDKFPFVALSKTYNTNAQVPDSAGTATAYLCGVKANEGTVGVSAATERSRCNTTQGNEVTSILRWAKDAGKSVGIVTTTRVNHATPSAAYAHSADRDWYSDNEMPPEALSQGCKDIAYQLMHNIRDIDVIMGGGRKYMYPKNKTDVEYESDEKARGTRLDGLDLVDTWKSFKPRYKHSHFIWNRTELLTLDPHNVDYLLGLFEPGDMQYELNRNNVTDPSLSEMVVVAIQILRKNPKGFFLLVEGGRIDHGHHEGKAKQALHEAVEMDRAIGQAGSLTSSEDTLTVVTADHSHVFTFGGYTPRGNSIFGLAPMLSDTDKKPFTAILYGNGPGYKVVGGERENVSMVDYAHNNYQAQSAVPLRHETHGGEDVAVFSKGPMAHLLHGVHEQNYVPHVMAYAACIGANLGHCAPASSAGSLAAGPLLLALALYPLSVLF
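Measured by: Luminescent substrate turnover signal | Test system: Human TNAP | Input: TNAP 1/800 final | Dosing: 20 µM single point | Schedule: 30 min, room temperature | Controls: EDTA wells as negative control, DMSO wells as positive control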
L major viab: reduces viability of Leishmania major promastigotes; resazurin fluorescence viability; inhibition, % at 10 µM; hit rate 9% among 200,000; in the data active = inhibition above about 50%;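 also: promastigotes grown with compound for 44 hours at 28 °C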
TNAP inh hi DEA: inhibitors of human TNAP at high phosphate acceptor concentration; P05186; purified TNAP, CDP-star luminescence, 1 M DEA; inhibition, % at 20 µM; hit rate 0.03% among 200,000; AID 1135;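 active = over 50% inhibition of tissue-nonspecific alkaline phosphatase at 20 µM in the single-dose screen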;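 also: plate controls were DMSO wells for no effect and EDTA-quenched wells as full inhibition for full effect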
FLuc stim CS: affects firefly luciferase, flagging false hits in luciferase stimulation screens. ATPlite luciferase biochemical, luminescence, 10 min; 0 = ATP-free wells, 1 = DMSO control. activation factor at 10 µM. 200,000 tested, under 10 active. AID 1027;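 active = luciferase activation factor, scaled between plate controls, of at least 2 with compound at 10 µM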
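Material: luciferase plus luciferin reagent, cell-free. Medium: PBS buffer for ATP. Also added: ATP substrate, dispensed from a 10.24 µM working solution in PBS. Doses: test compounds dosed from 2 mM stocks in 100% DMSO. Incubation: 10 min post-reagent at room temperature. Technique: light output (luminescence). Read-out basis: luminescence gain marking luciferase activators.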
TNAP inh noacc: blocks human TNAP activity with no phosphate acceptor present; purified TNAP, CDP-star luminescence, 30 min; inhibition, % at 20 µM; hit rate 0.26% among 200,000;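 active = tissue-nonspecific alkaline phosphatase inhibition above about 50% at 20 µM in the single-dose screen, limit read from the data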;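 also: 0% = DMSO negative control and 100% = EDTA positive control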
An asterisk follows results filed as active; · = not tested or not shown.

Every second line gives: RAM network inh	APP transl inh	bIAP act	bIAP inh	FLuc inh counter	TNAP act hiacc	L major viab	TNAP inh hi DEA	FLuc stim CS	TNAP inh noacc
> CC(=O)Nc1ccc(-c2cc(-c3ccc(NC(C)=O)cc3)nc(-c3ccccc3)n2)cc1
→ 2.4	7	1	3	-4	1.1	-4	-7	1	-12
> CC(C)(C)[C@@H]1C=C(C(=O)N2CCN(Cc3ccccc3)CC2)O[C@H](OCCCCO)C1
→ -0.4	2	1	-4	-3	1	-5	-5	1	-10
> C=CCSc1nnc2c(n1)OC(c1cccnc1)Nc1ccccc1-2 (stereo not given)
→ 1.2	-14	1	1	-4	1.1	-12	-5	1	-13
> COc1ccc(CC(=O)N2CCC(Nc3nc4ccccc4n3Cc3ccc(F)cc3)CC2)cc1
→ 2.6	20	0.7	31	-5	1	20	-2	1.1	-26
> CCN(CC)Cc1c[nH]c2c(C(=O)OC)cccc12
→ 0.9	-24	0.9	8	-8	1	-3	-5	1.1	-8
> COc1ccc(-c2nc(Cc3ccc(Cl)cc3)no2)cc1OC
→ 3.3	5	0.9	5	-1	1.1	-4	-6	1	-8
> O=C(N/N=C/c1cccc(Oc2ccc([N+](=O)[O-])cc2[N+](=O)[O-])c1)c1cncc(Br)c1
→ 2.5	-5	1	4	-2	1	10	-2	1	-4
> Cn1c(SCC(=O)N2CCCC2)nc2ccccc2c1=O
→ 0.0	-18	1.1	-8	-2	1	12	-1	1	-8
> O=C(NCc1nc2ccccc2[nH]1)C1=C[C@H](C2CCCCC2)C[C@H](OCc2ccc(CO)cc2)O1
→ 1.7	-5	1.2	-20	-4	1.1	36	-6	1	-16
> CC(C)(C)C1CCc2c(sc(NC(=O)c3cccs3)c2C(=O)N2CCCCC2)C1 (stereo not given)
→ 4.9	-15	1	3	-7	1.1	19	-8	1.1	-13
> CC(=O)c1cccc(NC(=O)NCc2cccnc2)c1
→ 1.2	20	1.1	-6	-1	1	4	-1	1	-7
> Cn1c(CCC(=O)Nc2ccccc2F)nnc1SCC(=O)Nc1ccccc1Cl
→ 0.1	-2	0.9	5	2	1	2	4	1	3
> COC(=O)c1cn(NC(=O)Cc2ccccc2Br)c(=O)c2ccccc12
→ 3.1	-25	1.1	-9	1	1.1	-3	-6	1	-13
> COc1ccc2nc(NC(=O)CCN3C(=S)NC(C)(C)CC3C)sc2c1 (stereo not given)
→ 6.8	-36	0.9	11	0	1	3	-2	1	-13
> COC(=O)c1cc(-c2ccc(C)cc2)n[nH]1
→ 0.6	-4	1	-5	10	1	0	-2	0.9	90*
> CCOc1ccc(Br)cc1C1C(C(=O)OC)=C(N)Oc2cc(N(C)C)ccc21 (stereo not given)
→ 2.4	·	0.9	13	-8	1.1	100*	-7	1.1	-10
> CCn1c(N2CCN(CC(=O)c3c[nH]c4ccccc34)CC2)nc2c1c(=O)[nH]c(=O)n2C
→ -0.5	-9	1.3	-27	-2	1.1	-6	-9	1	6
> Cn1c(=O)[nH]c(=O)c2c1nc1n2CCS1
→ 0.0	14	1.1	-12	-4	1	-3	-2	1	-9
> O=C(NCCCN1CCOCC1)c1coc2ccccc2c1=O
→ 0.0	-17	0.9	9	-7	1.1	0	-9	1.1	-6
> COc1cccc2c1OC1(C)CC2NC(=O)N1Cc1ccccc1 (stereo not given)
→ 1.1	-7	1	4	-5	1	4	-2	1.1	-6
> O=C(NCCCn1ccnc1)c1cnn2c1NC(c1ccccc1)CC2C(F)(F)F (stereo not given)
→ 0.0	-11	1.1	-14	-23	1.1	2	-9	1.2	-6
> CC(C)(C)c1ccc(OCc2nnc(SCC(N)=O)n2N)cc1
→ 0.6	16	1.1	-12	4	1	-3	-2	1	-8
> CCOC(=O)C1CCCN(c2c(NCCc3ccc(S(N)(=O)=O)cc3)c(=O)c2=O)C1 (stereo not given)
→ 1.0	-10	0.9	13	-11	1.1	-5	-7	1.1	-1
> CCCCN(C)C(=S)Nc1ccc2nc3n(c(=O)c2c1)CCCCC3
→ -1.3	-8	1.1	-5	-2	1	3	-1	1	-6
> CC(C)OCCCNC(=O)CCC(=O)NNc1nc2ccccc2c2nc(-c3ccccc3)nn12
→ 0.4	13	1	-2	-5	1	8	-1	1	-175
> COc1cc(-c2nnc3n2N=C(c2ccccc2)CS3)cc(OC)c1OC
→ 1.1	94*	0.9	12	-7	1	8	-1	1.1	9
> O=C(CSc1ccccc1C(=O)O)NCc1ccc(Cl)cc1
→ 5.9	0	1.1	-8	0	1	-9	-2	1	-7
> CCOc1ccccc1C(=O)N1c2ccccc2Sc2ccccc21
→ 6.2	6	0.9	12	-9	1	21	-4	1.1	-7
> CCN(CC)c1ccc(NC(=O)CN2CCN(c3ccc(F)cc3)CC2)cc1
→ 0.9	2	1	-2	-6	1	72*	-4	1.1	-3
> O=C(NCCc1ccc(S(=O)(=O)N2CCCC2)cc1)c1cccs1
→ 1.3	-5	0.9	9	0	1	0	4	1	-3
> COc1ccc(N=c2scc(C)n2CCCN2CCCC2=O)cc1
→ 0.1	-6	1.1	-5	-1	1	-5	-2	1	-2
> COC(=O)C1=C(C)N(c2cccc3ccccc23)C(=O)C1
→ 0.7	2	0.9	12	-9	1.1	8	-5	1.1	-14
> CCN1CCN(CCOc2ccc(Br)cc2C)CC1
→ -0.1	-5	0.9	5	-8	1.1	93*	-6	1.1	0
> O=C(NCc1ccccc1Br)c1ccco1
→ 0.5	5	0.9	8	-6	1	-3	-1	1.1	-11
> Cc1ccc(-c2nnc(-c3ccccc3)c(-c3ccccc3)n2)cc1
→ 4.3	-18	1.2	-24	-4	1	3	3	1	-11
> COc1ccccc1Oc1ccc(NC(=O)c2ccc(Cl)cc2)cc1
→ 7.3	-9	0.9	8	-5	1.1	-5	-7	1	-10
> O=C(COC(=O)c1cccs1)NCc1ccco1
→ ·	·	1	3	-2	1.1	·	-6	1	-11
> COc1ccccc1NC(=O)c1ccc(-c2ccccc2[N+](=O)[O-])o1
→ 2.4	-46	0.7	25	20	1	11	3	0.8	-6
> Nc1ccc(NC(=O)c2ccccc2)c2c1C(=O)c1ccccc1C2=O
→ 0.9	2	0.9	12	4	0.9	2	8	1	17
> Cc1cc([N+](=O)[O-])c(C(C)(C)C)cc1N
→ 3.5	12	0.9	14	-6	1	6	-1	1.1	-2
> O=C(/C=C/c1ccc(Cl)cc1)Nc1ccc(Br)cn1
→ 0.4	-32	0.5	·	-4	1	1	4	1	-7
> Cc1cc(/C=C(\C#N)C(=O)NCc2cccs2)c(C)n1-c1ccccc1F
→ 0.2	-115	1	5	49	1	13	-1	0.5	-8
> Cc1ccccc1N(C(=O)c1cccs1)c1nc2ccccc2s1
→ 3.9	·	0.9	12	-8	1.1	99*	-12	1.1	-8
> COc1ccc(C(CC(=O)O)NC(=O)Nc2ccccc2)cc1OC (stereo not given)
→ 1.9	14	0.9	6	-6	1	-8	-2	1.1	7
> Cc1oc(C)c2c(=O)ccc3c(c12)OC(N)=C(C#N)C3c1ccccc1Cl (stereo not given)
→ 8.8*	2	0.9	8	2	0.9	11	8	1	-8
> Cc1ccccc1Nc1nc(N)nc(CSc2nnc(C)n2C)n1
→ -0.4	-28	1	-3	-4	1	-10	-1	1	-8
> CC1CCCCC1NC(=O)c1ccc(CSc2nc3ccncc3[nH]2)cc1 (stereo not given)
→ 2.8	-6	0.9	9	4	1	-1	2	1	14
> CCC(C(=O)NC1CCCC1)N(C(=O)Cn1nnc(-c2ccc(OC)c(OC)c2)n1)C1CCCCC1 (stereo not given)
→ -0.4	-5	1.3	-35	-6	1.1	24	-8	1.1	-32
> COc1ccc(CCNC(=O)c2cc(-c3ccc4c(c3)OCO4)on2)cc1OC
→ 3.9	-1	0.9	5	-4	1	0	-2	1	-17
> CC(=O)/C(=C/N(C)C)Sc1ccc(C)cc1
→ -0.5	10	1	0	-7	1.1	-4	-10	1.1	-14
> COc1ccc(S(=O)(=O)N2CCCCC2)cc1NC(=O)c1ccc([N+](=O)[O-])o1
→ 5.0	56*	1	2	-5	1.1	90*	-6	1.1	-1
> NC(=O)COC(=O)c1sc2ccccc2c1Cl
→ 1.9	0	1	-1	6	1.1	2	-6	0.9	0
> CCNc1nc(NCC)n2c(SCC(=O)O)nnc2n1
→ 1.0	7	0.9	8	-6	1	-4	0	1.1	-3
> COc1cccc(CC(=O)N2CCCC(CCC(=O)N3CCN(c4ccccn4)CC3)C2)c1 (stereo not given)
→ 1.6	-8	1	1	-8	1.1	9	-6	1.1	-11
> CCOC(=O)Cc1c(C)nc2c(-c3ccccc3)cnn2c1C
→ 4.3	-27	1.1	-11	1	1	-1	-5	1	-5
> S=C(NC1CC1)N1CCc2ccccc2C1
→ 0.2	-5	1.1	-6	1	1	-1	1	1	-5
> CCCS(=O)(=O)N1CCC(C(=O)NCCCOC(C)C)CC1
→ 0.8	7	1	-2	-3	1	-6	-4	1	-8
> Cc1ccsc1/C=N\NC(=O)CCc1c(C)n[nH]c1C
→ 1.9	-19	1	-4	-4	1	2	1	1	-1
> Cn1c(NCCc2ccccc2)cc(=O)n(C)c1=O
→ 4.1	0	1	3	-4	1	-3	-4	1	-8
> CCOC(=O)NC1(Nc2cccc(Cl)c2)Oc2ccccc2O1
→ 1.1	4	1.1	-9	-6	0.9	-2	12	1.1	36

Of the compounds above, these have a cyano group:
Every second line gives: RAM network inh	APP transl inh	bIAP act	bIAP inh	FLuc inh counter	TNAP act hiacc	L major viab	TNAP inh hi DEA	FLuc stim CS	TNAP inh noacc
> Cc1cc(/C=C(\C#N)C(=O)NCc2cccs2)c(C)n1-c1ccccc1F
→ 0.2	-115	1	5	49	1	13	-1	0.5	-8
> Cc1oc(C)c2c(=O)ccc3c(c12)OC(N)=C(C#N)C3c1ccccc1Cl (stereo not given)
→ 8.8*	2	0.9	8	2	0.9	11	8	1	-8

Carrying on.
Every second line gives: RAM network inh	APP transl inh	bIAP act	bIAP inh	FLuc inh counter	TNAP act hiacc	L major viab	TNAP inh hi DEA	FLuc stim CS	TNAP inh noacc
> Cc1ccc(N/C=C2\CCCCC2=O)nc1
→ 2.5	-6	1	4	31	1	-4	-3	0.7	-3
> Cc1ccc(S(=O)(=O)c2ccc(Oc3cccc(C)c3)cc2)cc1
→ 6.8	11	0.6	41	-4	1.1	74*	-5	1	-7
> C/C(=N\NC(=O)c1ccccc1)c1ccccc1Br
→ 3.6	-28	1	1	3	1	-1	-4	1	-16
> CCN(CC)C(=O)C(=O)Nc1ccc(OCc2ccccc2)cc1
→ -0.2	-12	1.1	-8	3	1	1	-2	1	-9
> O=c1cc(-c2ccccc2)nc(SCc2ccccc2F)[nH]1
→ 9.3*	1	1	-4	-4	1	7	-4	1	-7
> COc1ccccc1CN1CCNC(=O)C1CC(=O)NCCCn1cccn1 (stereo not given)
→ 0.1	-26	1.1	-13	-1	1	-4	0	1	-12
> CCN(CC)S(=O)(=O)c1cccc(C(=O)Oc2cccnc2)c1
→ 1.5	-3	1	4	-5	1	-4	-2	1.1	-5
> Cc1ccccc1-n1c(SC(C)C(N)=O)nnc1-c1cccnc1 (stereo not given)
→ -0.2	-4	1	4	-4	1	-1	-3	1	-6
> COC(=O)c1nnn(-c2ccsc2C(=O)OC)c1C(=O)OC
→ 1.9	2	1	-3	1	1	-9	1	1	-5
> O=c1[nH][nH]cc1C=Nc1ccc(Oc2ccccc2)cc1
→ 0.9	6	0.8	22	-2	1	5	-4	1	-116

Compound activity deposited in PubChem by several laboratories.
